Screens (PubChem BioAssay)
KCNH2 3.1 inh – qHTS for Inhibitors of KCHN2 3.1: Mutant qHTS; actives 0.95% (n = 340,000); U2OS KCNH2 3.1, thallium flux FluxOr; active compounds read low; AID 720553, 2013; activity change, % (tested at about 1.8 µM); Potassium voltage-gated channel subfamily H member 2, brain isoform KCNH2 3.1 (human);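 active = maximum activity change below -70%; inconclusive = maximum activity change from -70% to -50%; inactive = maximum activity change above -50%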;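 also: thallium influx rate constant from kinetic fluorescence after stimulation buffer; % is scaled to controls: 0 for no effect and ±100 for the full control effect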
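We transduce U2OS cells with the mutant 3.1 virus, culture them overnight, load FluxOr with Red40 quencher for 45 min, then add stimulation buffer and read kinetically for 2 min to derive a normalized rate constant.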
ELG1 DNA repair – qHTS screen for small molecules that inhibit ELG1-dependent DNA repair in human embryonic kidney (HEK293T) cells expressing luciferase-tagged ELG1; actives 2.3% (n = 330,000); AID 504467, 2011; Potency, µM (titrated, usually from 46.1 µM), for inactives: at the top dose activity change, negative = inhibition, hits mostly inhibitors; HEK293T ELG1-luciferase reporter, luminescence, 16 h; DNA damage induced by 5-fluorouridine; also: potency is read from the fitted curve at half-maximal effect; % is scaled to controls: 0 for no effect and ±100 for the full control effect; nearly all actives have a fitted effect of over 55% in size
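Luminescence from the luciferase reporter, measured 30 min after ONE-Glo reagent at room temperature, was the read-out. Beforehand, 2,000 cells per well were exposed for 16 hr at 37 °C to 5-fluorouridine together with compound or vehicle.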
PKM2 activator – qHTS Assay for Activators of Human Muscle isoform 2 Pyruvate Kinase; actives 0.34% (n = 260,000); purified PKM2, Kinase-Glo ATP luminescence, activation; response scale: 0% is enzyme alone, no compound; Potency, µM (doses to about 57.5 µM), for inactives: at the top dose activation, actives largely listed as activators; Pyruvate kinase PKM (Homo sapiens), P14618; also: potency is read from the fitted curve at half-maximal effect; % is scaled to controls: 0 for no effect and ±100 for the full control effect; nearly all actives have a fitted effect of over 55% in size
Target sequence (P14618 whole entry, looked up, canonical isoform): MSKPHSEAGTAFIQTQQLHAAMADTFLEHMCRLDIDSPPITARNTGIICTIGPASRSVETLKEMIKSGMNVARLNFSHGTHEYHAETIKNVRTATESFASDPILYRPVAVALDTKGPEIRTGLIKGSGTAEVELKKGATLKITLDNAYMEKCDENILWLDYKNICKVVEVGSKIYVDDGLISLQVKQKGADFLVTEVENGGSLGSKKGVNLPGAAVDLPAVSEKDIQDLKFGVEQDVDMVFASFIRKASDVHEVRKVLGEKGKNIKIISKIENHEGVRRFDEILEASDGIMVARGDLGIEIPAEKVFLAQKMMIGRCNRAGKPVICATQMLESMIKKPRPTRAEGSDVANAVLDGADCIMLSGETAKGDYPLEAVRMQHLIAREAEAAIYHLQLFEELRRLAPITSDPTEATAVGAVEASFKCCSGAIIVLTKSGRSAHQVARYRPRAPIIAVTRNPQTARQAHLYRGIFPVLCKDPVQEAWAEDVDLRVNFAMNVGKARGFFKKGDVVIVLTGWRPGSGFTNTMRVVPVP
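Kinase-Glo luminescence reports ATP generated from ADP (0.1 mM) and PEP (0.5 mM) by purified hPK-M2 after 1 h at room temperature, pH 7.2 imidazole buffer; intermediate enzyme activity allows detecting inhibitors and activators.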
FLuc counter – qHTS profiling assay for firefly luciferase inhibitor/activator using purifed enzyme and Km concentrations of substrates (counterscreen for miR-21 project) | Luciferin 4-monooxygenase (Photinus pyralis), P08659 | purified FLuc, Km substrates, luminescence inhibition | Potency, µM (doses to about 57.5 µM), without a hit: top-dose activity change, negative = inhibition, actives largely listed as inhibitors | actives 6.9% (n = 360,000) | AID 588342, 2011;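 also: potency is read from the fitted curve at half-maximal effect; plate controls were vehicle for no effect and reference inhibitor for full effect; nearly all actives have a fitted effect of over 55% in size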
Target sequence (P08659 whole entry, looked up): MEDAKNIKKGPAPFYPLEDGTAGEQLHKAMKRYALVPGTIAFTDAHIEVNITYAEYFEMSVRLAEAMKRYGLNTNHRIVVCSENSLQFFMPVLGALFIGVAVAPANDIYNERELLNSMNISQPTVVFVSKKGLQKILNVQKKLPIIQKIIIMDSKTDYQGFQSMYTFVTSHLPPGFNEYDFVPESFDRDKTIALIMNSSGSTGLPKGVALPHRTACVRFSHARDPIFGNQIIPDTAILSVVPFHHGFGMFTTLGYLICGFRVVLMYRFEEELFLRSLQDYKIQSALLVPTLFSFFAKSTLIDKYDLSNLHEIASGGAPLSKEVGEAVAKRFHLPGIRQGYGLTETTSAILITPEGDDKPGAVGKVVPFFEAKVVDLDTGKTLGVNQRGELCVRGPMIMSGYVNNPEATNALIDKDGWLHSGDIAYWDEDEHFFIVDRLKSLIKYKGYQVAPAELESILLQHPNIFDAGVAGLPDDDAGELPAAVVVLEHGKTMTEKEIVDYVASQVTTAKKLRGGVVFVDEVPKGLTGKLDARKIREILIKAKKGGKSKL
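Purified P. pyralis luciferase, 10 nM final, with Km-level 10 uM D-luciferin and 10 uM ATP in 50 mM Tris acetate pH 7.5, 10 mM Mg acetate, 0.01% Tween-20, 0.05% BSA; 6-point qHTS titration about 60 µM downward; luminescence read.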
MBNL1 CUG block – qHTS Assay for Inhibitors of MBNL1-poly(CUG) RNA binding; actives 0.036% (n = 280,000); TR-FRET MBNL1-His/biotin-(CUG)12 binding, 665/545 ratio; AID 2675, 2010; Muscleblind-like protein 1 (Homo sapiens), Q9NR56; Potency, µM (top dose mostly 57.5 µM), for the others: top-dose activity change, negative = inhibition, actives largely listed as inhibitors; active = well fitted inhibition curve with a large enough effect in the signal ratio, with a control signal flat, not every such curve was filed as active; inconclusive = small, poorly fitted or top-dose-only effect, or effect the other way, or a change in a side signal; inactive = no such curve, though single readings can be large or run the other way; the % refers to the signal ratio; also: potency is read from the fitted curve at half-maximal effect; % is scaled to controls: 0 for no effect and ±100 for the full control effect
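Ratiometric TR-FRET (665 over 545 nm, excitation 340 nm) tracks disruption of MBNL1-His/biotin-(CUG)12 complex after 60 min at room temperature, with compounds at 92 nM to 58 uM final.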
Menin-MLL TR inh – qHTS Assay for Inhibitors Targeting the Menin-MLL Interaction in MLL Related Leukemias: Competition With Texas Red Labeled MLL-derived Mutant Peptide; AID 1768, 2009; actives 0.23% (n = 270,000); O00255; Menin + Texas Red MLL mutant peptide, fluorescence polarization; Potency, µM (series often up to 61.6 µM), without a hit: at the top dose FP activity change, negative = inhibition, hits mostly inhibitors; active = well fitted inhibition curve with a large enough effect in the polarisation, with a control signal flat, not every such curve was filed as active; inconclusive = small, poorly fitted or top-dose-only effect, or effect the other way, or a change in a side signal; inactive = no such curve, though single readings can be large or run the other way; the % refers to the polarisation; also: potency is read from the fitted curve at half-maximal effect; % of control where 0% means no effect; many of its hits are not listed in these tables
Rab9 promoter act – qHTS Assay for Rab9 Promoter Activators | Huh7 Rab9 promoter-luciferase reporter, luminescence, 24 h | actives 2.8% (n = 320,000) | Potency, µM (series often up to 9.22 µM), for inactives: at the top dose activation, negative = inhibition, hits mostly activators | AID 485297, 2010; also: potency is read from the fitted curve at half-maximal effect; % of control where 0% means no effect; nearly all actives have a fitted effect of over 60% in size
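Measured in stably transfected Huh7 cells bearing a Rab9 promoter–luciferase construct: 24 h compound treatment at 37 °C, followed by luminescence detection.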
NPC1 prom act – qHTS Assay for NPC1 Promoter Activators. Huh7 NPC1 promoter luciferase reporter, 24 h. Potency, µM (titrated, usually from 9.22 µM), for inactives: at the highest dose activation, actives largely listed as activators. actives 2.4% (n = 320,000);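 also: potency is read from the fitted curve at half-maximal effect; % of control where 0% means no effect; nearly all actives have a fitted effect of over 60% in size; reporter is driven by a mutant NPC1 promoter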
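Luciferase expression driven by the NPC1 promoter was measured in stably transfected Huh7 cells after a 24 h compound incubation, using a luciferase reagent and a luminescence read.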
Gal4-VP16 FLuc – VP16 counterscreen qHTS for inhibitors of ROR gamma transcriptional activity; actives 3.5% (n = 310,000); AID 2546, 2010; Potency, µM (titrated, usually from 53.6 µM), for inactives: top-dose activity, negative = inhibition, most hits filed as inhibitors; Drosophila S2 Gal4-VP16 UAS-luciferase, luminescence, 20 h;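 also: Gal4-VP16 expression switched on by copper sulfate through the metallothionein promoter; potency is read from the fitted curve at half-maximal effect; % is scaled to controls: 0 for no effect and ±100 for the full control effect; nearly all actives have a fitted effect of over 50% in size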
RORg inh – qHTS for inhibitors of ROR gamma transcriptional activity | Potency, µM (doses to about 53.6 µM), inactives show at the highest dose activity change, negative = inhibition, hits mostly inhibitors | AID 2551, 2010 | Drosophila S2 Gal4-RORgamma UAS-luciferase reporter, 20 h | Nuclear receptor ROR-gamma (Mus musculus), P51450 | actives 5.4% (n = 310,000); also: potency is read from the fitted curve at half-maximal effect; % is scaled to controls: 0 for no effect and ±100 for the full control effect; nearly all actives have a fitted effect of over 60% in size
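Compounds are pin-transferred onto Drosophila Schneider cells expressing a copper-inducible Gal4–ROR gamma transactivation domain fusion. After 1 hr, copper sulfate is added to 700 uM final; luciferase is read 20 hr later.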
Mito fusion act – qHTS Assay for Small Molecule Inhibitors of Mitochondrial Division or Activators of Mitochondrial Fusion. AID 485298, 2010. Potency, µM (highest dose often 46.1 µM), for the others: at the highest dose growth rescue (activation), actives largely listed as activators. S. cerevisiae fusion-defective mutant growth rescue, CellTiterGlo 48 h. actives 0.23% (n = 320,000);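 also: potency is read from the fitted curve at half-maximal effect; % of control where 0% means no effect; nearly all actives have a fitted effect of over 45% in size; temperature-sensitive fusion mutants such as fzo1-1 at 37 °C on non-fermentable ethanol glycerol medium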
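Luminescent cell viability in 1536-well qHTS format served as the measure of rescued growth in ts fusion-mutant S. cerevisiae cultured on non-fermentable YPEG for 48 hours at 37C.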
An asterisk follows results filed as active; ? = inconclusive; . = not tested or not shown; [ ] = dose if it differs, or a comment. Unless noted, calls follow the shape of the dose curve; as a rule, active = well fitted curve in the direction sought with a large enough effect; inconclusive = small, poorly fitted or top-dose-only effect, or another doubt; inactive = no such curve, though single readings can be large; an effect the other way counts as inactive or inconclusive. An excerpt, so the mix of outcomes need not match the whole.

SMILES	KCNH2 3.1 inh	ELG1 DNA repair	PKM2 activator	FLuc counter	MBNL1 CUG block	Menin-MLL TR inh	Rab9 promoter act	NPC1 prom act	Gal4-VP16 FLuc	RORg inh	Mito fusion act
CCOC(=O)c1cn(Cc2ccc(Br)cc2)nn1	-6	12%	-1%	-2%	-6%	-7%	0%	4%	?	1%	-7%
COc1ccc(NC(=O)CN(C)C(=O)c2ccc(NC3CC3)c([N+](=O)[O-])c2)cc1	-7	6%	.	6%	.	.	-1%	3%	.	.	6%
CC([NH2+][O-])C(C)(C)NO (centres undefined)	4	-5%	-1%	0%	-9%	-7%	0%	-3%	-2%	-10%	-5%
CCN1CCN(C2=C(NS(=O)(=O)c3ccc(NC(C)=O)cc3)C(=O)c3ccccc3C2=O)CC1	22	-20%	.	-6%	?	.	13%	-1%	?	?	-4%
O=[N+]([O-])c1cccc(CN2CCCCCC2)c1	5	-1%	4%	12%	?	-4%	3%	0%	-19%	-1%	3%
CC(=O)c1cccc(NC(=O)c2ccc(NS(C)(=O)=O)cc2)c1	?	?	14%	-19%	-3%	16%	6%	2%	7%	-1%	-5%
O=C(NCC1CCCO1)C1CCCN1C(=O)Nc1ccc(Cl)cc1 (centres undefined)	2	16%	-9%	1%	-15%	3%	-1%	7%	-14%	2%	-1%
Cc1ccc(OCCNC(=O)CCNS(=O)(=O)c2ccc3ccccc3c2)cc1	-27	-14%	.	4%	.	.	-4%	-4%	.	.	1%
CCCN(C(=O)COC(=O)c1cc(CC)c(C)s1)c1c(N)n(Cc2ccccc2)c(=O)[nH]c1=O	-19	-2%	.	3%	.	.	1%	1%	.	.	-7%
COc1ccc(NC(=O)CSc2nnc(-c3ccccn3)n2N)cc1	34	-15%	1%	2%	1%	2%	-2%	-2%	?	-40%	0%
CCOc1cc(-c2cc(-c3ccccc3)nc(N)c2C#N)ccc1O	21	?	2%	-18%	20%	7%	-3%	-1%	-7%	-8%	13%
COC(=O)CCC(=O)Nc1ccc(C)cc1OC(=O)CCC(=O)OC	.	17%	-1%	-4%	3%	-6%	12%	8%	15%	-5%	-3%
COc1ccc(-c2nc(CN3CCN(C(=O)c4ccco4)CC3)c(C)o2)cc1OC	-2	13%	3%	-3%	-8%	-14%	0%	0%	-6%	9%	-24%
O=C(COC(=O)c1cnc(Cl)c(Cl)c1)NCc1ccco1	-10	-3%	-2%	4%	.	-1%	-1%	3%	9%	-19%	-2%
CCCCc1cn([C@@H](CCCCNC(=O)OC(C)(C)C)C(=O)N2CCN(C(=O)OC(C)(C)C)CC2)nn1	2	-14%	0%	-2%	11%	?	-1%	-5%	3%	?	-6%
COc1ccc(NC(=O)CSc2nc3c(c(=O)[nH]2)CCC3)cc1OC	2	15%	0%	-2%	-1%	6%	-3%	1%	23%	?	-3%
Cn1c(CNC(=O)c2ccccc2F)nnc1SCC(=O)Nc1nncs1	11	12%	-2%	-1%	1%	1%	3%	-3%	0%	-5%	2%
Cc1cccc(NC(=O)C2CCCN(C(=O)Nc3ccccc3)C2)c1C (centres undefined)	6	0%	2%	6%	2%	-6%	-4%	1%	12%	6%	-1%
COc1cccc(C(=O)N(Cc2ccco2)Cc2cc3cccc(C)c3[nH]c2=O)c1	-2	?	-2%	6%	-10%	2%	-6%	-4%	-12%	-32%	-2%
NS(=O)(=O)c1ccc(NC(=S)NCc2cccs2)cc1	25	9%	7%	5%	2%	37%[activator]	1%	0%	6%	3%	-2%
COc1ccc(OC)c(C(=O)COC(=O)c2cccnc2SC)c1	8	-18%	.	-3%	.	.	-8%	-9%	.	.	6%
O=C1C2C3C=CC(C2C(=O)N1CCO)C1C(=O)N(CCO)C(=O)C31 (centres undefined)	-12	-1%	.	0%	1%	-21%	-2%	0%	-4%	3%	-5%
Cc1csc(NC(=O)c2cccc([N+](=O)[O-])c2C(=O)O)n1	26	6%	2%	-2%	17%	-2%	0%	0%	3%	11%	-2%
CCOc1ccc(NC(=O)CNc2ccc(C)cc2Cl)cc1	-11	-8%	2%	9.5µM*	-7%	15%	-5%	-1%	-10%	-4%	0%
O=C(COc1ccc2ccccc2c1Br)NCc1ccccn1	4	?	-10%	?	21%	4%	29%	1%	-14%	-27%	11%

Exported as a markdown table: part of the list above.
| compound | KCNH2 3.1 inh | ELG1 DNA repair | PKM2 activator | FLuc counter | MBNL1 CUG block | Menin-MLL TR inh | Rab9 promoter act | NPC1 prom act | Gal4-VP16 FLuc | RORg inh | Mito fusion act |
| --- | --- | --- | --- | --- | --- | --- | --- | --- | --- | --- | --- |
| COc1ccc(NC(=O)CSc2nc3c(c(=O)[nH]2)CCC3)cc1OC | 2 | 15% | 0% | -2% | -1% | 6% | -3% | 1% | 23% | ? | -3% |
| Cn1c(CNC(=O)c2ccccc2F)nnc1SCC(=O)Nc1nncs1 | 11 | 12% | -2% | -1% | 1% | 1% | 3% | -3% | 0% | -5% | 2% |
| Cc1cccc(NC(=O)C2CCCN(C(=O)Nc3ccccc3)C2)c1C (centres undefined) | 6 | 0% | 2% | 6% | 2% | -6% | -4% | 1% | 12% | 6% | -1% |
| COc1cccc(C(=O)N(Cc2ccco2)Cc2cc3cccc(C)c3[nH]c2=O)c1 | -2 | ? | -2% | 6% | -10% | 2% | -6% | -4% | -12% | -32% | -2% |

The results go on:
SMILES	KCNH2 3.1 inh	ELG1 DNA repair	PKM2 activator	FLuc counter	MBNL1 CUG block	Menin-MLL TR inh	Rab9 promoter act	NPC1 prom act	Gal4-VP16 FLuc	RORg inh	Mito fusion act
CC(NC(=O)C1CCCN(C(=O)N(C)C)C1)c1ccccc1 (centres undefined)	7	18%	3%	7%	-4%	-1%	-10%	0%	11%	-19%	-2%
O=C(Cn1cc(/C=N/NC(=O)c2ccccc2Br)c2ccccc21)Nc1ccc(F)cc1	-3	-1%	9%	-11%	0%	-20%	-6%	-2%	-2%	-20%	-11%
O=C(CSc1nnnn1-c1ccc(F)cc1)NCc1cccs1	10	-2%	-7%	-3%	-1%	-3%	-1%	1%	9%	21%	4%
COc1ccc(COC(=O)C2=C(C)NC(=O)NC2c2ccc(OC)c(OC)c2)cc1 (centres undefined)	-7	-16%	2%	1%	-28%	-2%	-4%	-5%	-9%	?	3%
Cc1ccc(C)c(N2C(=O)C3C4C=CC(CC4)C3C2=O)c1 (centres undefined)	4	10%	-3%	?	-5%	5%	8%	1%	5%	3%	4%
CCCCNC(=O)C1c2cc(OC)c(OC)cc2C(=O)N(C)C1c1ccc(OC)cc1 (centres undefined)	3	?	-2%	5%	-5%	9%	1%	-1%	8%	?	-3%
Cc1ccc2oc(=O)n(CC(=O)OCCC(C)C)c2c1	3	20%	4%	?	-3%	.	-4%	-3%	27%	10%	3%
CN(C)c1nc(OCC(=O)NC(C)(C)C)nc(N(C)C)n1	-8	0%	6%	-1%	10%	17%	1%	1%	-3%	-2%	-4%
Cc1cc(C)nc(Sc2nc(C)nc3c2oc2ccccc23)n1	7	?	1%	-1%	-11%	2%	-2%	1%	2%	-24%	-1%
CN(C)c1ccc(C(=O)n2nnc3ccccc32)cc1	-9	?	7%	0.13µM*	-6%	-8%	2%	5%	?	?	2%
